b-catenin transl = alters nuclear translocation of beta-catenin in HeLa cells | nuclear translocation activity, % at 5 µM | 190,000 tested, 0.3% active | immunofluorescence imaging;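 active = nuclear translocation activity above 50% at 5 µM, with a well cell count of 50 or more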;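 also: per-cell ratio of nuclear to cytoplasmic median beta-catenin stain intensity; plate controls were DMSO negative control for no effect and GSK-3 inhibitor IX positive control for full effect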
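System: HeLa cells, endogenous beta-catenin; compound dosing: 5 µM primary single dose, 0.1% DMSO, 0.02–20 µM confirmation series; incubation: 24 h compound exposure at 37°C, 5% CO2; signal: beta-catenin immunofluorescence imaging with DAPI; evaluation: % activation, nuclear-to-cytoplasmic median beta-catenin signal ratio per cell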
Hep lipid drop = modulators of hepatic lipid droplet formation; AML12 mouse hepatocytes, oleate lipid droplets, BODIPY imaging; inhibition, % at 6.5 µM; AID 1656; 240,000 tested, 0.4% active;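 active = lipid droplet intensity inhibited by at least 50%, with more than 500 cells counted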
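Assay system: AML12 mouse liver cells | Compound: 6.5 µM single-point dosing | Schedule: Overnight exposure | Technique: Fluorescence imaging, 20x objective, two fields per well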
TNAP activators = stimulation of alkaline phosphatase TNAP activity – biochemical, luminescent, no phosphate acceptor, uHTS, primary screen (AID 1001); purified TNAP, luminescent activation assay, no phosphate acceptor; higher activation fold means a stronger effect; one-dose activation fold at 20 µM; EC50 in µM for titrated hits; 200,000 tested, 0.03% active; in the data active = activation fold from about 3, or a potency from the dose series; inactive = the rest, 99 in 100 with activation fold below about 1.6; also: many of its hits are not listed in these tables
T cell HTS = T cell immune modulation candidate; calls only at 7 µM; AID 2052; 330,000 tested, 0.068% active; 2C CD8+ T cell-vesicle binding, flow cytometry; hits give low values;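 active = response, share of CD8 T cells binding vesicles, and their 90th percentile fluorescence all below set limits, cut at about 80% in these data, passing the limit was not always enough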
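Assay system: 2C TCR transgenic mouse naive CD8+ T cells, MACS-purified | Read-out: CD8+ gate FL2 mean fluorescence as % of same-row positive control | Signal: High-throughput flow cytometry with anti-B7-1 and anti-CD8 staining | Timing: Binding step 1.5 h, 37 °C, antibody labelling 20 min, ice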
human PMI inhibition = inhibitors of human PMI, primary screen, biochemical, fluorescence intensity, coupled assay (AID 1209) | purified PMI enzyme, coupled fluorescence intensity; higher % means a stronger effect | inhibition, % at 20 µM, or IC50 in µM where a hit was titrated | 190,000 tested, 0.42% active; in the data active = inhibition above about 50%;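 also: plate controls were DMSO vehicle for no effect and wells lacking substrate for full effect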
Dynein transport = dynein cargo transport inhibition; z-score, hits read low; 3617.4 mouse cells, GR-EGFP nuclear translocation imaging; test concentration mostly 20 µM; stimulated with dexamethasone, 1 µM; hits give low values; 220,000 tested, 0.47% active;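 active = plate z-score of nuclear minus cytoplasmic receptor signal below a set negative limit, without overly bright fluorescence or cell loss, cut at about -3.5 in these data, passing the limit was not always enough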;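 also: z-score of nuclear minus cytoplasmic ring GR-EGFP intensity difference per well; some compounds called inactive have numbers as strong as hits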
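medium = tetracycline-free induction medium containing charcoal-stripped FBS | probe or stimulus = dexamethasone, 1.0 µM final | timing = 48 h induction, then 1 h compound, then 30 min agonist, 37 °C | detection = automated 10x imaging of fixed Hoechst-stained cells | read-out basis = nuclear versus cytoplasmic GR-EGFP signal, averaged per well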
Insulin prom up = MIN6 insulin promoter up-regulation | MIN6 insulin promoter-GFP reporter, high-content imaging; hits give high values | z-score at 5 µM | 190,000 tested, 0.3% active | AID 1625;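 active = z-score above 3 at 5 µM with at least 500 cells counted in the well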
Myeloid diff MLP = promotes myeloid progenitor differentiation. ER-HoxA9 myeloid progenitors, lysozyme-GFP differentiation, flow cytometry. 360,000 tested, 1% active. calls only at 10 µM;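 active = normalized GFP-positive differentiation at or above the plate's own cutoff, the solvent-only control mean plus 3 SD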;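 also: cells exposed to compound for four days before flow analysis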
MT stabilize HCS = stabilizes microtubules in HeLa cells; HeLa tubulin immunostaining HCS, 24 h; share of cells brighter than vehicle mean+2SD; 200,000 tested, 0.83% active; % tubulin-high responders, % at 10 µM;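 active = plate Z-score above 3 for both tubulin-high and condensed-nucleus cell shares, with cell loss under 80%, at 10 µM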;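 also: anti alpha tubulin signal scored within the nucleus-defined area of each cell; some results filed as inactive read as strong as hits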
Dynein transport cytoplasmic EGFP = recorded beside Dynein transport, whose call it bears; z-score; measured here: cytoplasmic GR-EGFP intensity; hits give high values
Dynein transport nuclear GR-EGFP = recorded beside Dynein transport, whose call it bears; z-score; measured here: nuclear GR-EGFP intensity;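 lower value marks the stronger effect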
Dynein transport cell count = further read-out of Dynein transport, marked with its call; z-score; measured here: cell count per field
Insulin prom up cell count = recorded beside Insulin prom up, whose call it bears; cell count; measured here: cytotoxicity, nuclei count;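 total cells summed across four imaged fields per well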
Hep lipid drop cells 6.5 µM = recorded beside Hep lipid drop, whose call it bears; cell count; measured here: cell count, cytotoxicity flag;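 cells counted across two imaged fields per well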
b-catenin transl cell count 5 µM = also measured in b-catenin transl; calls as there; cell count; measured here: cell count, cytotoxicity flag
T cell HTS vesicle-bound % = recorded beside T cell HTS, whose call it bears; double positive events, %; measured here: CD8+ vesicle-bound cell fraction;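 binding gate set so that unloaded-vesicle control wells show 10% double positive cells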
MT stabilize HCS Hoechst-high % = also measured in MT stabilize HCS; calls as there; % Hoechst-high responders; measured here: nuclear condensation Hoechst responders;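 share of cells brighter than vehicle mean plus two SD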
MT stabilize HCS cytotoxicity % = further read-out of MT stabilize HCS, marked with its call; toxicity, %; measured here: cytotoxicity by cell density;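 0% = mean cell density of plate MIN control wells and 100% = no cells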
Myeloid diff MLP GFP+ MAC1+ % = also measured in Myeloid diff MLP; calls as there; GFP+ MAC1+ double positive, %; measured here: differentiation confirmed by MAC1 staining
* marks the source's active call; other numbers are inactive results; i = inactive; / = no result given.

1) CCOC(=O)C1CCN(C(=O)CN2C(=O)C(CC)Oc3ccccc32)CC1 (stereo not drawn)
2) COc1ccc(CNC2CC(=O)N(C)C2=O)cc1 (stereo not drawn)
3) O=C(Nc1nc2c(F)cc(F)cc2s1)C1CC(=O)N(Cc2ccco2)C1 (stereo not drawn)
4) Cn1c(=O)c2c(nc(SCCOc3ccc4ccc(=O)oc4c3)n2C)n(C)c1=O
5) CC(C)(C)C(=O)NC1(C(F)(F)F)N=C2SCCN2C1=O (stereo not drawn)
6) CC1CCCCC12NC(=O)N(CC(=O)NC(=O)Nc1ccc3c(c1)OCCO3)C2=O (stereo not drawn)
Compound,1,2,3,4,5,6
b-catenin transl,/,-0.3,-2.6,0.2,-6.1,-2.1
b-catenin transl cell count 5 µM,/,802,1095,978,1139,1182
Hep lipid drop,-3,/,1,-12,-26,1
Hep lipid drop cells 6.5 µM,761,/,720,695,703,778
TNAP activators,1.1,1.1,/,1.1,1,1.1
T cell HTS,i,i,i,/,i,i
T cell HTS vesicle-bound %,7,25,27,/,4,46
human PMI inhibition,8%,-7%,/,11%,1%,3%
Dynein transport,-0.03,0.35,-0.98,/,-0.68,-0.19
Dynein transport cytoplasmic EGFP,-0.24,-0.23,-0.058,/,-0.26,0.062
Dynein transport nuclear GR-EGFP,0.19,0.62,-0.58,/,-0.17,0.16
Dynein transport cell count,1.1,0.34,0.38,/,0.71,-0.46
Insulin prom up,-0.03,1.1,/,-0.47,/,-0.04
Insulin prom up cell count,1135,1130,/,1621,/,1262
Myeloid diff MLP,i,i,i,/,i,i
Myeloid diff MLP GFP+ MAC1+ %,1.6,3.5,0.8,/,0.4,0.7
MT stabilize HCS,2.8,2.2,/,/,2.7,1.9
MT stabilize HCS Hoechst-high %,2.7,3.6,/,/,0.2,2.0
MT stabilize HCS cytotoxicity %,12,8.1,/,/,15,8.9

The list goes on (2 carried over from the part before).
5) CC(C)(C)C(=O)NC1(C(F)(F)F)N=C2SCCN2C1=O (stereo not drawn)
6) CC1CCCCC12NC(=O)N(CC(=O)NC(=O)Nc1ccc3c(c1)OCCO3)C2=O (stereo not drawn)
7) O=C(NCc1cccs1)c1ccc(Cl)c(S(=O)(=O)N2CCCC2)c1
8) CC(=O)Nc1ccccc1-c1nnn(CC(=O)Nc2ccc3c(c2)OCCO3)n1
9) Cn1c(=O)[nH]c(=O)c2c1nc(CN1CCOCC1)n2Cc1ccccc1
10) Cc1ccc(S(=O)(=O)N(C)c2ccc(C(=O)N3CCCCC3)cc2)cc1
11) Cc1cccc(C)c1OCCNC(=O)c1ccc2ccccc2n1
12) CCc1cccc(CC)c1NC(=O)C[n+]1cccc(C(N)=O)c1
Compound,5,6,7,8,9,10,11,12
b-catenin transl,-6.1,-2.1,1.0,0.2,/,/,-0.2,-0.5
b-catenin transl cell count 5 µM,1139,1182,1081,1536,/,/,1575,1036
Hep lipid drop,-26,1,1,10,/,1,29,2
Hep lipid drop cells 6.5 µM,703,778,644,736,/,758,790,717
TNAP activators,1,1.1,1.1,1.1,1,1.1,1.1,1.1
T cell HTS,i,i,i,i,i,i,i,i
T cell HTS vesicle-bound %,4,46,36,55,33,24,40,57
human PMI inhibition,1%,3%,-2%,-7%,11%,-9%,7%,-9%
Dynein transport,-0.68,-0.19,-0.45,0.044,-0.77,-0.4,0.26,-0.62
Dynein transport cytoplasmic EGFP,-0.26,0.062,-0.19,-0.28,-0.099,0.2,-0.018,-0.33
Dynein transport nuclear GR-EGFP,-0.17,0.16,-0.55,0.15,-0.39,-0.067,0.43,-0.14
Dynein transport cell count,0.71,-0.46,0.69,0.48,2.1,-1.5,-0.74,1.3
Insulin prom up,/,-0.04,0.05,-0.04,/,-5.1,0.71,-0.36
Insulin prom up cell count,/,1262,1601,1565,/,629,1379,1361
Myeloid diff MLP,i,i,i,i,i,i,i,i
Myeloid diff MLP GFP+ MAC1+ %,0.4,0.7,0.5,0.2,3.1,1.8,1.1,0.3
MT stabilize HCS,2.7,1.9,1.8,1.6,1.8,1.0,2.2,4.1
MT stabilize HCS Hoechst-high %,0.2,2.0,1.4,2.5,1.0,1.2,4.5,2.3
MT stabilize HCS cytotoxicity %,15,8.9,9.0,1.3,3.3,8.4,7.0,12

13) Cc1ccc(NC(=O)COC(=O)CCc2nc3ccccc3c(=O)[nH]2)cc1Cl
14) COc1cc(CNCC(C)C)c(Br)cc1OCC(=O)NCc1ccccc1
15) Cc1cc(C)n2nc(C(=O)NNC(=O)c3ccccc3)nc2n1
16) COCCCNC(=O)Nc1ccc(F)cc1F
17) COc1ccc(OC)c(C2=NOC(C(=O)NCC3CCCO3)C2)c1 (stereo not drawn)
18) O=C(NCc1ccco1)c1ccc2c(=O)n(Cc3ccco3)c(SCC(=O)N3CCCC3)nc2c1
Compound,13,14,15,16,17,18
b-catenin transl,2.3,-0.5,-1.4,/,2.0,-2.1
b-catenin transl cell count 5 µM,1100,481,1198,/,880,813
Hep lipid drop,-13,-4,26,-1,/,/
Hep lipid drop cells 6.5 µM,660,713,712,698,/,/
TNAP activators,1.1,1.1,1.8,1.1,1.1,0.9
T cell HTS,i,i,i,i,/,i
T cell HTS vesicle-bound %,23,56,66,28,/,57
human PMI inhibition,2%,-21%,1%,4%,8%,-1%
Dynein transport,0.94,0.14,-0.61,-0.65,0.36,-0.51
Dynein transport cytoplasmic EGFP,-0.23,-0.26,-0.23,-0.22,-0.14,-0.37
Dynein transport nuclear GR-EGFP,-0.078,-0.045,-0.48,-0.31,0.47,0.11
Dynein transport cell count,-0.97,1.1,0.26,1.6,-1.3,0.065
Insulin prom up,0.4,/,0.24,0.2,3.7*,-0.8
Insulin prom up cell count,1196,/,1339,1234,1241*,1070
Myeloid diff MLP,i,i,i,i,i,i
Myeloid diff MLP GFP+ MAC1+ %,0.3,0.4,0.1,1.0,16,2.2
MT stabilize HCS,2.1,4.1,4.6,2.3,5.0,2.5
MT stabilize HCS Hoechst-high %,1.6,1.8,2.3,3.6,1.8,2.3
MT stabilize HCS cytotoxicity %,2.9,7.2,3.7,7.1,9.1,17

19) CC1(C)CC(=O)C(C=NCCN2CCNCC2)=C(O)C1
20) CC1CN(C(=O)CSc2nc(-c3ccc(F)cc3)cs2)CC(C)O1 (stereo not drawn)
21) Cn1c(N)c(C(=O)COC(=O)COc2ccc(C#N)cc2)c(=O)n(C)c1=O
22) O=C(COc1ccccc1[N+](=O)[O-])N1CCN(S(=O)(=O)c2ccccc2)CC1
23) Cn1ccnc1C(=O)c1ccc(Cl)c(S(=O)(=O)N2CCOCC2)c1
24) CCCCc1ccc(-c2nc(-c3ccncc3)no2)cc1
Compound,19,20,21,22,23,24
b-catenin transl,0.6,-1.0,-1.8,-0.6,0.5,-3.6
b-catenin transl cell count 5 µM,1598,1251,1079,1140,1359,1014
Hep lipid drop,3,-1,4,0,0,/
Hep lipid drop cells 6.5 µM,706,749,769,673,733,/
TNAP activators,1.1,1.2,/,1,/,1
T cell HTS,i,i,i,i,i,i
T cell HTS vesicle-bound %,68,33,24,38,19,26
human PMI inhibition,0%,-2%,/,-5%,/,13%
Dynein transport,-0.42,-0.29,-1.1,0.098,0.77,1.1
Dynein transport cytoplasmic EGFP,-0.24,-0.18,-0.29,-0.21,-0.25,-0.2
Dynein transport nuclear GR-EGFP,-0.82,0.16,-0.39,-0.43,0.39,0.83
Dynein transport cell count,0.58,0.89,0.093,-0.41,0.093,0.48
Insulin prom up,0.17,-0.14,-0.49,-0.01,-0.81,-0.13
Insulin prom up cell count,1338,1008,1444,1317,981,1133
Myeloid diff MLP,i,i,i,i,i,i
Myeloid diff MLP GFP+ MAC1+ %,0.9,0.8,0.2,0.3,0.3,0.7
MT stabilize HCS,1.7,1.5,/,4.2,/,2.2
MT stabilize HCS Hoechst-high %,1.3,1.3,/,2.9,/,2.5
MT stabilize HCS cytotoxicity %,5.7,7.2,/,2.1,/,6.8

Arranged by value in Dynein transport cell count (highest first): some entries from above.
item	Structure	TNAP activators	T cell HTS	T cell HTS vesicle-bound %	human PMI inhibition	Dynein transport	Dynein transport cytoplasmic EGFP	Dynein transport nuclear GR-EGFP	Dynein transport cell count	Myeloid diff MLP GFP+ MAC1+ %	MT stabilize HCS Hoechst-high %
12	CCc1cccc(CC)c1NC(=O)C[n+]1cccc(C(N)=O)c1	1.1	i	57	-9%	-0.62	-0.33	-0.14	1.3	0.3	2.3
1	CCOC(=O)C1CCN(C(=O)CN2C(=O)C(CC)Oc3ccccc32)CC1 (stereo not drawn)	1.1	i	7	8%	-0.03	-0.24	0.19	1.1	1.6	2.7
2	COc1ccc(CNC2CC(=O)N(C)C2=O)cc1 (stereo not drawn)	1.1	i	25	-7%	0.35	-0.23	0.62	0.34	3.5	3.6
6	CC1CCCCC12NC(=O)N(CC(=O)NC(=O)Nc1ccc3c(c1)OCCO3)C2=O (stereo not drawn)	1.1	i	46	3%	-0.19	0.062	0.16	-0.46	0.7	2.0
11	Cc1cccc(C)c1OCCNC(=O)c1ccc2ccccc2n1	1.1	i	40	7%	0.26	-0.018	0.43	-0.74	1.1	4.5
